Bioassay records deposited in PubChem BioAssay by several laboratories.
TDP2 absorb = human TDP2 enzyme inhibitors, primary screen, biochemical, epi absorbance, recombinant enzyme | Tyrosyl-DNA phosphodiesterase 2 (Homo sapiens), O95551 | T5PNP hydrolysis, p-nitrophenol absorbance 415 nm | inhibition, % at 12.8 µM | actives 0.34% (n = 370,000) | AID 720702, 2013;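 active = inhibition above the mean of all tested compounds plus 3 SD, set per campaign, cut at about 25% in these data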;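 note: 0% = DMSO with enzyme and 100% = buffer with substrate but no TDP2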
Target sequence (O95551 whole entry, looked up): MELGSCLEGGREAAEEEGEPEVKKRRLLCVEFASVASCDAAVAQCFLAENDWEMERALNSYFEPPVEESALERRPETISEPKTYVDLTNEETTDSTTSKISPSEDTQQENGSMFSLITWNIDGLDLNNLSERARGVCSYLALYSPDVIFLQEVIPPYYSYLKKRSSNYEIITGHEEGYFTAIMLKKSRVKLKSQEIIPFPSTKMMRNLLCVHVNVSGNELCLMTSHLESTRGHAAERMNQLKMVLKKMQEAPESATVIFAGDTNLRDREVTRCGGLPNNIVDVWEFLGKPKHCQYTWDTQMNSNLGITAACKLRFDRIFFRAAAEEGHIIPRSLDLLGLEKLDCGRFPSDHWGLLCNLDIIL
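Incubation: 2 h at 37 °C; Test system: recombinant human TDP2; Quantity: enzyme 120 nM; Read-out basis: percent inhibition; Medium: 50 mM Tris-HCl pH 7.5 with Mg2+, KCl, DTT, BSA; Repeats: single replicate; Compound: 12.8 µM single point, 1% DMSO; Signal: epi absorbance; Reagent: 5 mM T5PNP chromogenic substrate; Benchmarks: no-enzyme high, DMSO-plus-enzyme low.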
rCAG binder = binders of r(CAG) RNA repeats, primary screen, biochemical, fluorescence. r(CAG) RNA repeat, TO-PRO-1 dye displacement fluorescence. inhibition, % at 3 µM. actives 1.3% (n = 370,000);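 active = inhibition above the plate cutoff, the mean of all test compounds on that plate plus 3 SD, cut at about 35% in these data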;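 note: 0% = DMSO alone and 100% = 100 µM mitoxantrone as full dye displacement; higher means more dye released from RNA so lower well fluorescence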
LEDGF integ inh = blockers of LEDGF/p75-dependent integrase strand transfer – biochemical, TR-FRET, high throughput, primary screen; HIV-1 integrase (with human LEDGF/p75); TR-FRET IN-LEDGF/p75 DNA integration, Eu/Cy5; inhibition, % at 3.7 µM; actives 0.64% (n = 370,000);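 active = inhibition above the screen-wide mean plus 3 SD, cut at about 13% in these data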;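 note: signal is the Cy5 over europium emission ratio at 671 and 618 nm; 0% = plate median of compound wells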
TCR CD3 inh = inhibitors of human TCR-CD3 interaction, primary screen, biochemical, fluorescence, TAMRA-labeled TCR probe; inhibition, % at 9.4 µM; actives 0.37% (n = 360,000); T-cell receptor (TCR); in the data active = inhibition above about 19%;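 note: recombinant mutant TCR 2C K166C tagged with TAMRA read by polarization; 0% = receptor in buffer alone and 100% = receptor with positive control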
HTRA1 inhibitor = HTRA1 serine protease inhibitors, primary screen, biochemical, fluorescence polarization, HTS; Q92743; recombinant HTRA1, FP-rhodamine activity-based probe; inhibition, % at 5.96 µM; actives 0.5% (n = 340,000); AID 504803, 2011; in the data active = inhibition above about 36%;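 note: 0% = enzyme with DMSO and 100% = wells lacking enzyme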
MBD2 inh = inhibitors of MBD2 binding to methylated DNA, primary screen, biochemical, TR-FRET, DNA-binding domain, human; Methyl-CpG-binding domain protein 2 (Homo sapiens), Q9UBB5; inhibition, % at 4.4 µM; MBD2 binding to methylated oligonucleotide; actives 0.31% (n = 370,000); AID 686964, 2013; in the data active = inhibition above about 13%
GC-B act = human GC-B receptor activators, primary screen, HEK293 GC-B cells, cGMP TR-FRET, EC30 CNP | Atrial natriuretic peptide receptor 2 (Homo sapiens), P20594 | 0% at EC30 CNP, 100% saturating CNP | activation, % at 10 µM | actives 0.11% (n = 370,000) | AID 1920062, 2024;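 active = activation at 10 µM reaching about 35% in either raw or pattern-adjusted values, limit read from the data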
PRMT1 FP inh = PRMT1 methyltransferase inhibitors, primary screen, biochemical, fluorescence polarization | Protein arginine N-methyltransferase 1 (Homo sapiens), Q99873 | recombinant PRMT1, activity-based probe fluorescence polarization | inhibition, % at 2.79 µM | actives 1.3% (n = 370,000) | AID 652257, 2013;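 active = inhibition above about 21% made by adding two undisclosed values, limit read from the data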
mABHD4 FP = ABHD4 inhibitors, primary screen, biochemical, fluorescence polarization, mouse | purified mABHD4, FP-Rh probe fluorescence polarization | inhibition, % at 8.92 µM | actives 0.54% (n = 370,000) | AID 720543, 2013;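 active = inhibition exceeding the mean over every tested compound plus 3 SD, cut at about 30% in these data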;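 note: 0% = plate median of compound wells and 100% = S159A mutant with DMSO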
Target sequence (Q8VD66 whole entry, looked up): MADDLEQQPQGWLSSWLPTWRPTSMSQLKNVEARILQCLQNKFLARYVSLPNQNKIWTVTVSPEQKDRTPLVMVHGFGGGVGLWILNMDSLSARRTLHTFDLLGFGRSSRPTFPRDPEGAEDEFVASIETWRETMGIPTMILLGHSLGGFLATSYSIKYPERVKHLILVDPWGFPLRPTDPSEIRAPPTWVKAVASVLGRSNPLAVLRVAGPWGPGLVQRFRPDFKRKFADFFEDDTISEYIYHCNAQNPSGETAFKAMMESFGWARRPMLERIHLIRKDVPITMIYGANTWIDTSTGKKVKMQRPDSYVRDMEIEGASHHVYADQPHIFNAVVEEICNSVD
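Test system: mABHD4 protein; Read-out basis: % inhibition; Incubation: 45 min + 60 min at 25 °C; Repeats: single replicate; Technique: fluorescence polarization with parallel and perpendicular emission, 525/598 nm; Compound: 8.92 µM, single dose; Benchmarks: full inhibition S159A mutant plus DMSO, zero as sample-well median.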
SIAE primary = human SIAE inhibitors, primary screen, biochemical, fluorescence polarization, FP-Rh probe, 1536-well HTS; AID 1053197, 2014; inhibition, % at 9.66 µM; actives 0.69% (n = 370,000); SIAE FP-Rh probe binding; Sialate O-acetylesterase (Homo sapiens), Q9HAT2;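 active = inhibition above a cutoff: mean of compounds within the control limits plus 3 SD of those, cut at about 17% in these data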;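 note: 0% = plate median of compound wells and 100% = probe without SIAE protein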
Starred values were filed as active, the others as inactive; / = no result given. A portion of the library, so the mix of outcomes need not match the whole.

Assay codes – A = TDP2 absorb; B = rCAG binder; C = LEDGF integ inh; D = TCR CD3 inh; E = HTRA1 inhibitor; F = MBD2 inh; G = GC-B act; H = PRMT1 FP inh; I = mABHD4 FP; J = SIAE primary
mol: O=C(COc1ccc(/C=N/NC(=O)c2cc3ccccc3o2)cc1Br)Nc1ccccc1
  A: -1	B: 1	C: 0	D: -1	E: -16	F: 4	G: -2	H: 1	I: 0	J: -24

mol: Nc1ccc(CSc2ccccc2)cc1
  A: -3	B: 2	C: 0	D: 0	E: 8	F: -2	G: 3	H: 0	I: -2	J: -2

mol: CCCCN(C)c1c(C)nc2ccc(C(=O)NCc3ccc(OC)cc3)cn12
  A: -5	B: -1	C: 2	D: 2	E: /	F: 0	G: -9	H: 1	I: 0	J: -3

mol: CC(NS(=O)(=O)c1ccc(Cl)cc1)C(=O)OCC(=O)Nc1ccc(N(C)C)cc1 (stereo not given)
  A: -3	B: 4	C: -7	D: 2	E: 5	F: 0	G: -3	H: 2	I: 1	J: 7

mol: c1ccc(OCc2nc(-c3ccccc3)no2)cc1
  A: 8	B: -7	C: -1	D: 2	E: -7	F: 3	G: 0	H: 1	I: -7	J: -3

mol: COc1ccc(Cl)cc1N(CC(=O)Nc1cccc(SC)c1)S(C)(=O)=O
  A: -8	B: 2	C: 40*	D: 5	E: -16	F: -6	G: -6	H: -4	I: -8	J: 0

mol: O=C(O)C1CCCCC1C(=O)Nc1ccccc1C(=O)N1CCN(c2ccc(F)cc2)CC1 (stereo not given)
  A: 12	B: -3	C: 0	D: 1	E: 2	F: 1	G: 3	H: -1	I: 1	J: 3

mol: Cc1ccccc1-n1c(=O)n(CCc2ccccc2)c(=O)c2[nH]cnc21
  A: 5	B: 0	C: -4	D: -1	E: -1	F: 4	G: 1	H: 3	I: 1	J: -1

mol: O=C(CNC(=O)C1CCCCC1)OCC(=O)c1cccc(Cl)c1
  A: -7	B: 0	C: 6	D: -2	E: -7	F: 2	G: 7	H: -2	I: -4	J: -3

mol: Cc1c(NC(=O)CSc2nnc(-c3ccncc3)o2)c(=O)n(-c2ccccc2)n1C
  A: 0	B: -1	C: 0	D: -1	E: 6	F: 9	G: 1	H: 6	I: -5	J: -9

mol: CCn1c(CNC(=O)c2ccc(Cl)cc2)nnc1SCC(=O)NC1=NCCS1
  A: 10	B: -1	C: -3	D: -2	E: -3	F: -2	G: 0	H: 2	I: -1	J: 5

mol: O=C(Nc1cnccn1)Nc1cccc(Cl)c1Cl
  A: 7	B: -1	C: 1	D: -4	E: -3	F: -3	G: -4	H: 0	I: -5	J: -8

mol: Cc1nn(C)c(Cl)c1CN1CCC(Oc2ccc(C(=O)N3CCCC3)cc2)CC1
  A: -1	B: -6	C: 3	D: -8	E: -1	F: 0	G: 1	H: 1	I: 10	J: -5

mol: COc1ccc(CC(=O)c2ccc(OC3OC(CO)C(O)C(O)C3O)cc2O)cc1 (stereo not given)
  A: 15	B: 7	C: -1	D: 0	E: 6	F: -2	G: 0	H: -6	I: -1	J: 13

mol: O=C(Cn1cnc2c(NCc3ccccc3)ncnc21)NCc1ccccn1
  A: -1	B: 1	C: 3	D: -2	E: 3	F: -1	G: 3	H: -3	I: 2	J: -4

mol: N#Cc1ccc(NC(=O)OC2CC3CC2[C@H]2CCCCN2C3)cc1 (stereo not given in full)
  A: 11	B: 10	C: 1	D: /	E: /	F: 0	G: 0	H: -2	I: 1	J: 5

mol: CCc1c(C)sc(NC(=O)c2cccs2)c1C(N)=O
  A: 5	B: 5	C: 2	D: 1	E: -7	F: -2	G: 3	H: 7	I: 11	J: -3

mol: CC1CC(=O)Nc2ccccc2N1C(=O)CSc1ccc2ccccc2n1 (stereo not given)
  A: -8	B: 1	C: -13	D: 2	E: 4	F: 0	G: 2	H: 4	I: 2	J: 2

mol: CC(C)(C)CC(=O)O/N=C(\N)c1ccccn1
  A: -2	B: -2	C: 0	D: -2	E: 3	F: 0	G: -2	H: -2	I: 2	J: -1

mol: Cc1ccc(C(=O)Nc2cc(Cl)ccc2Oc2ccccc2)cc1[N+](=O)[O-]
  A: 11	B: 0	C: 2	D: -4	E: -13	F: -2	G: 0	H: -3	I: -3	J: -8

mol: NCCCCCc1nnc(SC/C=C/c2ccccc2)o1
  A: -8	B: 7	C: 2	D: 4	E: -4	F: -8	G: -3	H: -1	I: -2	J: 5

mol: CCN(CC)CCn1c(=S)[nH]c2ncccc2c1=O
  A: -3	B: 0	C: -2	D: -2	E: 0	F: -2	G: -3	H: 2	I: -4	J: -2

mol: O=C(O)c1ccc(CSc2nnc(-c3ccccc3Cl)n2-c2ccccc2)cc1
  A: -1	B: 7	C: -1	D: 1	E: 1	F: 5	G: 5	H: 1	I: 0	J: 2

As a short view, part of the list above.
Assay codes – A = TDP2 absorb; B = rCAG binder; C = LEDGF integ inh; D = TCR CD3 inh; E = HTRA1 inhibitor; F = MBD2 inh; G = GC-B act; H = PRMT1 FP inh; I = mABHD4 FP; J = SIAE primary
mol: O=C(O)C1CCCCC1C(=O)Nc1ccccc1C(=O)N1CCN(c2ccc(F)cc2)CC1 (stereo not given)
  A: 12	B: -3	C: 0	D: 1	E: 2	F: 1	G: 3	H: -1	I: 1	J: 3

mol: Cc1ccccc1-n1c(=O)n(CCc2ccccc2)c(=O)c2[nH]cnc21
  A: 5	B: 0	C: -4	D: -1	E: -1	F: 4	G: 1	H: 3	I: 1	J: -1

mol: O=C(CNC(=O)C1CCCCC1)OCC(=O)c1cccc(Cl)c1
  A: -7	B: 0	C: 6	D: -2	E: -7	F: 2	G: 7	H: -2	I: -4	J: -3

mol: Cc1c(NC(=O)CSc2nnc(-c3ccncc3)o2)c(=O)n(-c2ccccc2)n1C
  A: 0	B: -1	C: 0	D: -1	E: 6	F: 9	G: 1	H: 6	I: -5	J: -9

mol: CCn1c(CNC(=O)c2ccc(Cl)cc2)nnc1SCC(=O)NC1=NCCS1
  A: 10	B: -1	C: -3	D: -2	E: -3	F: -2	G: 0	H: 2	I: -1	J: 5
